AID inhibitor: Primary qHTS assay for inhibitors of Activation Induced Cytidine Deaminase (AID): AID signal. AID deamination FRET fluorescence, UDG-coupled, 4 h. Potency, µM (doses to about 115 µM), inactives show at the highest dose activity change, negative = inhibition, most hits filed as inhibitors. 91,000 tested, 0.32% active; note: nearly all actives have a fitted effect of over 25% in size
Target sequence (Q9GZX7 whole entry, looked up): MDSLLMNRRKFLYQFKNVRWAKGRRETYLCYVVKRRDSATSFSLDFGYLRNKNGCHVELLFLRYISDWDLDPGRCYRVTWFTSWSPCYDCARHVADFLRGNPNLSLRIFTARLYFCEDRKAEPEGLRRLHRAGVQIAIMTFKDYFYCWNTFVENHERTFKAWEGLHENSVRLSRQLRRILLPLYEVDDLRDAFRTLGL
UDG counter: Primary qHTS assay for inhibitors of Activation Induced Cytidine Deaminase (AID): UDG Counterscreen signal | Uracil-DNA glycosylase | FRET deamination/UDG coupled assay, UDG read, 4 h | Potency, µM (series often up to 115 µM), for inactives: at the highest dose activity change, negative = inhibition, usual class: inhibitors | 91,000 tested, 0.14% active | AID 1347430, 2020; note: nearly all actives have a fitted effect of over 65% in size
* hit, by the source's call; ? = inconclusive; [ ] = remark or other dose. Calls come from the whole dose curve; as a rule, active = well fitted curve in the direction sought with a large enough effect; inconclusive = small, poorly fitted or top-dose-only effect, or another doubt; inactive = no such curve, though single readings can be large; an effect the other way counts as inactive or inconclusive. % is set by controls: 0 for no effect and ±100 for the full control effect; potency is the fitted concentration of half-maximal effect. Only part of the results is shown. The share of hits here may be higher or lower than overall.

no.	molecule	AID inhibitor	UDG counter
1	COC(=O)CCOc1ccc(S(=O)(=O)Nc2ccc(OC)c(Cl)c2)cc1	-7.7%	-7.4%
2	O=C(NCCC(c1ccccc1)c1ccccc1)c1n[nH]c(=O)c2ccccc12	3.4%	-8.6%
3	Cc1nc2c(OCc3ccccc3)cccn2c1CC#N	-1.7%	-8.9%
4	Cc1cccc2[nH]c(CO)nc12	-0.6%	0.4%
5	COCCNC(=O)CCc1c(C)nc2c(-c3ccc(F)cc3)c(C)nn2c1C	6.0%	-2.0%
6	COc1cc2nc(SCc3ccc(Cl)cc3)n3nc(CCn4nc(C)cc4C)nc3c2cc1OC	-13.0%	-2.5%
7	CCOC(=O)c1cc(-c2ccc(F)cc2)n(CCC(=O)NCCc2ccc(C)cc2)c1C	-10.8%	26.1%
8	O=C1CC(Cc2ccccc2)C(=O)N1c1ccc2ccccc2n1 (stereo not drawn)	2.3%	3.8%
9	CC(C)OCCCNC(=O)Cn1ccc2ccc(Cl)cc21	6.0%	-5.4%
10	O=C(NC1C2CC3CC(C2)CC1C3)c1cccc2c(Br)cccc12 (stereo not drawn)	4.7%	-1.2%
11	COc1ccc(-c2nn3c(-c4ccc(C)cc4)nnc3c3ccccc23)cc1	6.9%	-7.3%
12	CC(C)COC(=O)c1nc2ccccc2nc1NCc1ccc2c(c1)OCO2	-0.9%	-2.4%
13	Cc1cccc(-c2nc3c(c(SCc4ccccc4Cl)n2)Cc2c(CO)cnc(C)c2O3)c1	8.4%	-8.2%
14	Cc1ccc(N2CCN(C(=O)c3noc4c3COc3ccc(C)cc3-4)CC2)c(C)c1	-16.8%	-3.2%
15	CCCCCCCc1c(C(=O)O)c2ccccc2c2ccccc12	-27.9%	2.6%
16	CCCC1NC(=O)N(Cc2cc(F)cc3cccnc23)C1=O (stereo not drawn)	0.1%	-0.8%
17	O=C(CSc1n[nH]c(-c2ccccc2Cl)n1)NCCc1ccccc1	-2.9%	0.0%
18	NNc1cc(Cl)c(Cl)cc1[N+](=O)[O-]	-11.3%	-14.0%
19	CC(CO)(CO)NC(=O)COc1cc(O)c2c(=O)cc(-c3ccccc3)oc2c1	-16.0%	?
20	CCOc1cc(/C=C/C(=O)c2ccc(F)cc2)cc(Br)c1OC	-19.8%	-9.3%
21	N#Cc1ccccc1N1CCN(c2ccccc2)CC1	-7.5%	-0.6%
22	Cc1ccc(OCCSc2nc3ccc(NC(=O)COc4ccc(F)cc4)cc3s2)cc1	3.9%	-14.4%
23	CC1CCN(S(=O)(=O)NCc2ccnc(OCc3ccccc3)c2)CC1	-6.3%	-3.2%
24	CNC(=O)NC(=O)C(C)N(C)CCCCc1ccccc1 (stereo not drawn)	-5.0%	5.8%
25	COc1cccc(CNC(=O)C2CCC(CNS(=O)(=O)c3ccc(Br)s3)CC2)c1 (stereo not drawn)	-11.1%	-19.5%[57.5 µM]
26	CCOCCOC(=O)COc1ccc2c(=O)c(Oc3ccc(OC)cc3)coc2c1	-1.2%	-3.6%
27	CCOC(=O)c1noc2ncnc(N3CCC(C)CC3)c12	1.2%	0.5%
28	CCCC1=Nc2cc(C(=O)NC3CCCC3)ccc2Sc2ccc(C)cc21	8.6%	-0.3%
29	CN(Cc1cccc(F)c1)S(=O)(=O)c1cccc2nsnc12	-2.5%	3.2%
30	O=C(c1ccc([N+](=O)[O-])cc1)N1c2ncnn2C2(CCCCC2)[C@@H]2CCCC[C@@H]21	-12.4%	3.6%
31	COc1cccc(-c2nc(SCC(=O)NC3CCCC3)c(-c3ccc(C)cc3)[nH]2)c1	2.1%	19.9%
32	CC(C)c1noc(CSc2nc(C3CC3)nc3ccccc23)n1	-17.7%	-6.2%
33	O=C(COC(=O)CCC(=O)c1ccc(F)cc1)NC1CCCCCC1	-18.6%	-10.7%
34	Cc1sccc1/C=N/NC(=O)C1CC1	-11.5%	-3.3%
35	CCCN(CCC)CCNC(=O)Cn1ncc2c([nH]c3ccc(C)cc32)c1=O	41.8%[activator]	45.4%[activator]
36	O=C(NCc1ccccc1)c1ccc(CSc2nc3cccnc3n2Cc2cccc(F)c2)cc1	-18.5%	-15.2%
37	CCC(C)(C)C1CCc2c(sc(NC(=O)C(C)(C)C)c2C#N)C1 (stereo not drawn)	3.8%	4.2%
38	CC(NC(=O)c1ccc(NC(=O)C2CC2)s1)c1ccc(Cl)cc1 (stereo not drawn)	4.9%	-4.4%
39	COc1cccc(NC(=O)CSc2nc(=O)[nH]c3c2CCCC3)c1	-0.7%	0.2%
40	CC(=O)N1CCOc2cc(S(=O)(=O)NCc3ccc(F)cc3)c(C)cc21	15.0%	7.7%
41	COc1cccc(/C=C/C(=O)c2ccc(O)c(CCCl)c2)c1	-19.2%	-3.9%
42	Cc1c(C(=O)N(Cc2nc3ccccc3c(=O)[nH]2)C(C)C)oc2ccccc12	-23.3%	-19.1%
43	COc1ccc(OCCN2CCN(C(=O)CNC(=O)c3ccc(N4CCCC4=O)cc3)CC2)cc1	1.5%	1.8%
44	CCOc1ccc(C(=O)Nc2cc(-c3cn4cccnc4n3)ccc2C)cc1OCC	-7.4%	-10.8%[57.5 µM]
45	COc1cccc(-c2nc3c(C#N)c[nH]n3c2NC2CCCCC2)c1OC	7.3%	8.1%
46	COc1ccc(-c2nc(CN3CCN(C(=O)NC(C)C)CC3)c(C)o2)cc1	-8.1%	-6.7%
47	CC1CCN(S(=O)(=O)c2ccc3nc(Nc4ccc(C#N)cc4)ccc3c2)CC1	?	-12.6%[57.5 µM]
48	COc1ccc(/C=C(\C#N)C(=O)Nc2ccccc2C(=O)O)cc1OC(=O)c1ccccc1Cl	?	-3.8%
49	C=Cc1ccc(CSc2nc(-c3ccc(OC)cc3)nc3c2Cc2c(CO)cnc(C)c2O3)cc1	?	-14.3%
50	CC(Sc1n[nH]c(-c2ccccc2)n1)C(=O)Nc1cccc(C(F)(F)F)c1 (stereo not drawn)	-19.1%	-6.4%
51	CCC(=O)C1=C(c2cccc([N+](=O)[O-])c2)N(C(=O)CC)n2c(nnc2-c2ccccc2)S1	132.7%	-5.5%
52	COc1ccc(NC(=O)CCc2c(C)nc3nc(CNC(=O)OC(C)(C)C)nn3c2C)cc1OC	26.1%	-4.3%[57.5 µM]
53	C=CCNc1oc(/C=C/c2ccc(OC)c(OC)c2)nc1C#N	-2.9%	-5.6%
54	CC1=C(C(=O)Nc2ccccc2)C(c2cccn2C)n2ncnc2N1 (stereo not drawn)	-0.3%	-6.3%
55	CCC(C)NCc1ccccc1 (stereo not drawn)	-4.9%	-1.7%
56	COCCN(Cc1cc2cc(C)ccc2[nH]c1=O)C(=O)c1ccc(OC)c(OC)c1	1.3%	1.9%
57	O=C(O)c1ccc(Cl)c(I)c1	-12.0%	-9.6%
58	Cc1ccc(C)c(N2CCN(S(=O)(=O)c3ccc4oc(=O)c5ncn(C)c5c4c3)CC2)c1	6.8%	3.9%
59	COc1ccc(Cn2c(SCC(=O)NCc3ccc(Cl)cc3)nc3ccsc3c2=O)cc1	13.3%	-4.2%
60	CCCOc1ccc(NC(=O)Cc2ccccc2)c2cccnc12	8.6%	1.6%

Complete entries, quoted from the list.
COc1cccc(NC(=O)CSc2nc(=O)[nH]c3c2CCCC3)c1 is listed as AID inhibitor = -0.7%; UDG counter = 0.2%
Cc1ccc(C)c(N2CCN(S(=O)(=O)c3ccc4oc(=O)c5ncn(C)c5c4c3)CC2)c1 is listed as AID inhibitor = 6.8%; UDG counter = 3.9%

Next records.
no.	molecule	AID inhibitor	UDG counter
61	Cc1c(F)cccc1NC(=O)C12CC3CC(CC(C3)C1)C2	-16.2%	-11.3%
62	CC(C)c1nnc2ccc(N3CCCCCC3)nn12	-23.7%	-17.1%
63	CC1CCCC(NC(=O)/C=C/c2cccc(C#N)c2)C1 (stereo not drawn)	-4.5%	-2.4%
64	COc1ccc(CCNC(=O)c2sc(NC3CC3)nc2C)cc1	0.6%	1.3%
65	Cc1ccccc1OCc1nc2c3cnn(-c4ccccc4F)c3ncn2n1	5.1%	4.3%
66	CCn1nc(C(=O)N2CCCC(c3nc4ccccc4s3)C2)c2ccccc2c1=O (stereo not drawn)	-22.3%	-5.7%
67	CCCc1c(C(=O)OCC)nnc2c(-c3ccccc3)c(C)nn12	-3.8%	9.6%
68	COCCNC(=O)c1ccc(-n2c(-c3ccccc3)cc3c2CCCCC3)cc1	14.5%	-9.4%[57.5 µM]
69	CCC(NC(=O)/C=C/C(=O)O)c1ccccc1 (stereo not drawn)	2.7%	4.0%
70	O=C(CC1CCCC1)NCc1cccnc1	1.4%	1.0%
71	CC1(C)CC(=O)C2=C(C1)OC(N)=C(C#N)C2c1ccc(Cl)cc1 (stereo not drawn)	-0.4%	5.9%
72	CC1CCCN(S(=O)(=O)c2cc(C(=O)NCCc3ccccc3)n(C)c2)C1 (stereo not drawn)	?	-6.1%
73	O=C(COc1ccc(Cl)cc1Br)OCC(=O)c1ccc[nH]1	-3.6%	-3.1%
74	CCc1ccccc1N(CC)C(=O)c1c(C)oc2ncn(C)c(=O)c12	-0.9%	?
75	CCOc1ccc(-n2c(CCC(=O)O)ccc2-c2ccc(Br)cc2)cc1	?	30.5%[activator]
76	Fc1ccc(/C=N/Nc2c(Cl)cc(Cl)cc2Cl)cc1F	-16.0%	-2.7%
77	CCN(CC)S(=O)(=O)c1ccc2c(c1)N(CC(=O)N1CCN(c3cccc(C)c3)C(C)C1)C(=O)CO2 (stereo not drawn)	-20.6%	-7.6%
78	Cc1cc2oc(=O)c(CC(=O)NCCc3ccccc3F)c(C)c2c2occ(C(C)(C)C)c12	-22.4%	-4.6%
79	O=C(NCc1ccc(C(=O)N2CCCC2)cc1)C1CCCCC1	-2.5%	2.2%
80	CC1=C(C(=O)Nc2cccnc2)C(c2ccc(F)cc2)n2nc(SCc3ccccc3F)nc2N1 (stereo not drawn)	-9.2%	2.4%
81	Cn1ccnc1SCC(=O)Nc1sc2c(c1C#N)CCC2	3.8%	0.5%
82	COc1cc(OC)cc(C(=O)Nc2ccc3nc4c(c(Nc5ccc(OC)c(OC)c5)c3c2)CCCC4)c1	?	-8.8%
83	CC(C)c1ccc2c(c1)NC(c1ccc(F)cc1)=NC(c1cccs1)=N2	-24.9%	-9.2%
84	NC(=O)CSc1nc2ccc(NC(=O)COc3ccccc3Cl)cc2s1	-0.3%	27.4%
85	CCCOc1ccc(C(=O)Nc2ccc(NC(=O)c3cccc(Cl)c3)cc2)cc1	44.2%[activator][57.5 µM]	6.8%[57.5 µM]
86	O=C(NCc1nc2ccccc2n1Cc1ccccc1Cl)c1ccccc1	6.2%	-2.9%
87	COc1ccc2cc(C(=O)NCc3cccnc3-n3cccn3)c(C)nc2c1	-2.2%	4.0%
88	Cc1ccc(OCc2nc(-c3ccc(C(=O)N4CCN(c5ccccc5)CC4)cc3)oc2C)cc1	36.9%[activator][57.5 µM]	-0.1%[57.5 µM]
89	O=C1SCCC1NC(=O)C(Sc1ccccc1)c1ccccc1 (stereo not drawn)	-6.8%	2.5%
90	Cc1ccc(C(=O)c2ccccc2C(=O)OCCCc2ccccc2)cc1C	-2.5%	-7.8%
91	COC(=O)C1=C(C(=O)c2ccc(C)cc2)C(c2ccc(OC)cc2)n2nnnc2N1 (stereo not drawn)	-6.1%	-4.2%
92	CC(=O)N1CCCC1c1nc2ccccc2n1Cc1ccccc1C (stereo not drawn)	4.4%	-7.8%
93	Cc1c(CC(=O)O)c(=O)oc2cc(OCc3ccccc3)ccc12	-7.0%	1.3%
94	CC(C)(CO)NC(=O)c1cc(C(C)(C)C)cc(C(C)(C)C)c1	6.4%	6.0%
95	Cc1ccc(Cl)cc1NC(=O)COC(=O)c1nn(C)c(=O)c2ccccc12	-17.0%	-3.0%
96	CC(C)c1nn2c(=O)cc(COC(=O)c3ccc(NC(=O)C4CCCCC4)cc3)nc2s1	?	-5.7%
97	COC(=O)C1CCNC1 (stereo not drawn)	6.3%	10.4%
98	CNC(=O)NC(=O)C(C)Sc1cccc2cccnc12 (stereo not drawn)	-26.1%	-7.1%
99	CS(=O)(=O)c1ncc(N(Cc2ccco2)Cc2ccco2)c(C(=O)Nc2ccccc2Br)n1	-5.8%	-10.4%
100	O=C(NCc1ccc(F)cc1)N1CCN(Cc2ccc(C(F)(F)F)cc2)CC1	-3.9%	2.1%
101	Brc1ccc(Oc2ncnc3c2oc2ccccc23)cc1	-1.2%	6.7%
102	COc1ccc(C(=O)COC(=O)C(Cc2c[nH]c3ccccc23)NC(=O)c2ccc(C(C)(C)C)cc2)cc1 (stereo not drawn)	76.3%[activator]	?
103	NC(=O)C1CCN(C(=O)Cc2cccc(C(F)(F)F)c2)CC1	-7.9%	-5.4%
104	Cc1nc2ccc(NC(=O)c3cc4c(s3)CCC4)cc2s1	-8.0%	-9.1%
105	C(=C\c1nc2ccccc2s1)/c1csc(-c2ccccc2)n1	-14.6%	-11.1%
106	Cc1ccc(S(=O)(=O)NCCc2nnc3ccc(SCc4cc(C)ccc4C)nn23)cc1	-17.3%	-1.1%
107	CC(C)CCNC(=O)CN1C(=O)CSc2ccc(S(=O)(=O)N3CCC(C)CC3)cc21	-7.0%	1.5%
108	CC1=C(c2ccc(C)c(C)c2)S(=O)(=O)N=C1N1CCC(C(=O)N2CCC(C(N)=O)CC2)CC1	13.6%	67.2%[activator]
